Assay outcomes as filed in PubChem BioAssay.
Yfh1-depleted yeast: enhancers of respiration in Yfh1-depleted yeast, dose response, Friedreich's ataxia, plus single-dose screen (AID 1465). S. cerevisiae Yfh1-off respiration, WST-1 reduction, 72 h; higher fold induction means a stronger effect. one-dose fold induction at 50 µM; EC50 in µM for titrated hits. hit rate 0.074% among 220,000;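 active means fold induction of absorbance versus untreated yeast above a set limit, then at least 30% activation at any dose in follow-up; inconclusive means repeats straddling the limit, or above it without dose testing; inactive means fold induction below the set limit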;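 further: activators that raise dye reduction in frataxin-depleted yeast; strong numbers were not always called active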
Insulin prom up: MIN6 insulin promoter up-regulation | MIN6 insulin promoter-GFP reporter, high-content imaging; stronger effect = higher value | z-score at 5 µM | hit rate 0.3% among 190,000;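 active means z-score above 3 at 5 µM with at least 500 cells counted in the well; inconclusive means wells under 500 cells, flagged as cytotoxic or low count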
Autophagy mod: autophagy modulation, high-content screen; calls only at 10 µM (by protocol); AID 463193; MEF GFP-LC3 puncta imaging; test concentration mostly 10 µM; hit rate 0.98% among 190,000;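 active means percentage of spot-positive cells more than 3 SD above its plate mean, without a fluorescence outlier flag or 80% toxicity; inconclusive means no clear call, values can overlap the other calls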;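 further: spot-positive cell cutoff set from DMSO-treated cells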
WT yeast gro inh: growth inhibition of WT yeast, mitochondrial fusion screen. mitochondrial fusion phenotypic screen, WT strain. inhibition, % at 10 µM. hit rate 2.1% among 190,000. AID 1362; in the data active means inhibition above about 58%; tested in S. cerevisiae
Dynein cargo inh: dynein cargo transport inhibition. hit rate 0.47% among 220,000. AID 1381. 3617.4 mouse cells, GR-EGFP nuclear translocation imaging; test concentration mostly 20 µM; stimulated with dexamethasone, 1 µM; stronger effect = lower value. z-score, hits read low;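 active means plate z-score of nuclear minus cytoplasmic receptor signal below a set negative limit, without overly bright fluorescence or cell loss, cut at about -3.5 in these data, passing the limit was not always enough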;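 further: z-score of nuclear minus cytoplasmic ring GR-EGFP intensity difference per well; some compounds called inactive have numbers as strong as hits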
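Buffer or medium: tet-free medium with charcoal-stripped serum / Also added: dexamethasone agonist, 1.0 µM final, for 30 min / Timing: induction 48 h, compound 1 h, agonist 30 min / Measured by: high-content fluorescence imaging after fixation / Read-out: nuclear-to-cytoplasmic GR-EGFP distribution per well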
PMI inhibition: human PMI inhibitors, high substrate, primary screen, biochemical, fluorescence intensity, high mannose 6-phosphate (AID 1220). recombinant PMI enzyme, coupled fluorescence intensity; higher % means a stronger effect. inhibition, % at 20 µM, or IC50 in µM where a hit was titrated. hit rate 0.66% among 190,000
b-catenin transl: modulators of beta-catenin nuclear translocation. HeLa beta-catenin nuclear translocation, immunofluorescence imaging. nuclear translocation activity, % at 5 µM. hit rate 0.3% among 190,000;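 active means nuclear translocation activity above 50% at 5 µM, with a well cell count of 50 or more; inconclusive means wells under 50 cells across six images, flagged as toxic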;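 further: per-cell ratio of nuclear to cytoplasmic median beta-catenin stain intensity; plate controls were DMSO negative control for no effect and GSK-3 inhibitor IX positive control for full effect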
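Test system: HeLa cells, endogenous beta-catenin; Compound: single 5 µM dose plus 0.02–20 µM confirmation series; Times: compound exposure 24 h at 37°C; Signal: fluorescence imaging of beta-catenin antibody stain plus DAPI; Read-out: % activation, nuclear-to-cytoplasmic median beta-catenin signal ratio per cell.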
MT stabilizer: microtubule stabilization, imaging screen | % tubulin-high responders, % at 10 µM | HeLa tubulin immunostaining HCS, 24 h; share of cells brighter than vehicle mean+2SD | AID 2205 | hit rate 0.83% among 200,000;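 active means plate Z-score above 3 for both tubulin-high and condensed-nucleus cell shares, with cell loss under 80%, at 10 µM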;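 further: anti alpha tubulin signal scored within the nucleus-defined area of each cell; some results filed as inactive read as strong as hits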
human PMI inhibition: MPI enzyme activity inhibition – biochemical, fluorescence intensity, coupled assay, primary screen (AID 1209). inhibition, % at 20 µM, or IC50 in µM where a hit was titrated. purified PMI enzyme, coupled fluorescence intensity; higher % means a stronger effect. hit rate 0.42% among 190,000;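 further: plate controls were DMSO vehicle for no effect and wells lacking substrate for full effect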
WT yeast gro inh mutant strain: further read-out of WT yeast gro inh, marked with its call; inhibition, %; mitochondrial fusion phenotypic screen, mutant strain inhibition
Dynein cargo inh cytoplasmic EGFP: recorded beside Dynein cargo inh, whose call it bears; z-score; measured here: cytoplasmic GR-EGFP intensity; stronger effect = higher value
Dynein cargo inh nuclear GR-EGFP: further read-out of Dynein cargo inh, marked with its call; z-score; measured here: nuclear GR-EGFP intensity;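 lower value marks the stronger effect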
Dynein cargo inh cell count: further read-out of Dynein cargo inh, marked with its call; z-score; measured here: cell count per field
Insulin prom up cell count: further read-out of Insulin prom up, marked with its call; cell count; measured here: cytotoxicity, nuclei count;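 total cells summed across four imaged fields per well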
b-catenin transl cell count 5 µM: also measured in b-catenin transl; calls as there; cell count; measured here: cell count, cytotoxicity flag
MT stabilizer Hoechst-high %: also measured in MT stabilizer; calls as there; % Hoechst-high responders; measured here: nuclear condensation Hoechst responders;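 share of cells brighter than vehicle mean plus two SD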
MT stabilizer cytotoxicity %: second read-out of MT stabilizer, no call of its own (marks repeat the call); toxicity, %; measured here: cytotoxicity by cell density;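 0% = mean cell density of plate MIN control wells and 100% = no cells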
Autophagy mod cell loss 18 h: further read-out of Autophagy mod, marked with its call; toxicity, %; measured here: cell loss, nuclei count;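 cell loss after 18 h compound exposure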
Active calls of the source: *. Unless noted, no stated cut-off is given here; in the data, active means inhibition above about 50%; inactive means the rest.

Cn1c(SCCC(=O)O)nnc1-c1ccncc1 was read as Yfh1-depleted yeast inactive, Autophagy mod inactive, WT yeast gro inh -15, Dynein cargo inh -0.2, PMI inhibition -12%, b-catenin transl 2.0, MT stabilizer 3.6, human PMI inhibition -13%, WT yeast gro inh mutant strain -10, Dynein cargo inh cytoplasmic EGFP -0.17, Dynein cargo inh nuclear GR-EGFP -0.28, Dynein cargo inh cell count -0.77, b-catenin transl cell count 5 µM 550, MT stabilizer Hoechst-high % 2.0, MT stabilizer cytotoxicity % 9.0 and Autophagy mod cell loss 18 h -4.
`O=C(CCc1nnc(COc2ccccc2)o1)NCc1ccc(Cl)s1` gave Yfh1-depleted yeast inactive, Insulin prom up -0.23, Autophagy mod inactive, WT yeast gro inh 2, Dynein cargo inh 0.092, PMI inhibition 2%, b-catenin transl 0.4, MT stabilizer 2.1, human PMI inhibition 5%, WT yeast gro inh mutant strain 13, Dynein cargo inh cytoplasmic EGFP -0.18, Dynein cargo inh nuclear GR-EGFP 0.16, Dynein cargo inh cell count -0.43, Insulin prom up cell count 1373, b-catenin transl cell count 5 µM 972, MT stabilizer Hoechst-high % 3.0, MT stabilizer cytotoxicity % 8.3 and Autophagy mod cell loss 18 h 9.
`O=C(O)c1ccc(C2SCC(=O)N2Cc2ccco2)cc1` (stereo unspecified) gave Yfh1-depleted yeast inactive, Insulin prom up -0.52, Autophagy mod inactive, WT yeast gro inh -2, Dynein cargo inh -0.31, b-catenin transl 0.0, MT stabilizer 3.3, WT yeast gro inh mutant strain -16, Dynein cargo inh cytoplasmic EGFP -0.13, Dynein cargo inh nuclear GR-EGFP -0.063, Dynein cargo inh cell count -1, Insulin prom up cell count 1444, b-catenin transl cell count 5 µM 1553, MT stabilizer Hoechst-high % 2.4, MT stabilizer cytotoxicity % 7.6 and Autophagy mod cell loss 18 h 16.
Screening COC(=O)c1sc(-c2ccccc2)cc1NC(=O)C1CC1 returned Yfh1-depleted yeast inactive, Autophagy mod inactive, WT yeast gro inh 39, Dynein cargo inh -0.61, PMI inhibition 1%, b-catenin transl 0.8, MT stabilizer 1.8, human PMI inhibition 2%, WT yeast gro inh mutant strain 36, Dynein cargo inh cytoplasmic EGFP 0.0037, Dynein cargo inh nuclear GR-EGFP -0.22, Dynein cargo inh cell count 0.68, b-catenin transl cell count 5 µM 1130, MT stabilizer Hoechst-high % 1.5, MT stabilizer cytotoxicity % 4.2 and Autophagy mod cell loss 18 h 16.
`COC(=O)CNC(c1ccccc1Cl)c1cc(Br)ccc1NC(=O)CCN1CCOCC1` (stereo unspecified) gave Yfh1-depleted yeast inactive, Insulin prom up 0.33, Autophagy mod inactive, WT yeast gro inh -25, Dynein cargo inh -2, PMI inhibition 0%, b-catenin transl -0.2, MT stabilizer 3.1, human PMI inhibition -2%, WT yeast gro inh mutant strain -8, Dynein cargo inh cytoplasmic EGFP -0.086, Dynein cargo inh nuclear GR-EGFP -0.89, Dynein cargo inh cell count 0.13, Insulin prom up cell count 1388, b-catenin transl cell count 5 µM 1385, MT stabilizer Hoechst-high % 1.3, MT stabilizer cytotoxicity % 6.2 and Autophagy mod cell loss 18 h -27.
`COc1cc(C)c(Br)cc1S(=O)(=O)NCCCN1CCOCC1` gave Yfh1-depleted yeast inactive, Insulin prom up -1.1, Autophagy mod inactive, WT yeast gro inh 13, Dynein cargo inh 0.72, PMI inhibition -2%, b-catenin transl -2.5, MT stabilizer 3.7, human PMI inhibition -6%, WT yeast gro inh mutant strain -15, Dynein cargo inh cytoplasmic EGFP -0.28, Dynein cargo inh nuclear GR-EGFP 0.35, Dynein cargo inh cell count 0.033, Insulin prom up cell count 1407, b-catenin transl cell count 5 µM 1017, MT stabilizer Hoechst-high % 1.7, MT stabilizer cytotoxicity % 6.5 and Autophagy mod cell loss 18 h 10.
COC(=O)CCC(=O)OC1(C)C(=O)C=C2C=C(C3CC3)N(C3CC3)C=C2C1=O (stereo unspecified) was read as Yfh1-depleted yeast inactive, Insulin prom up 0.06, Dynein cargo inh 0.53, b-catenin transl -0.8, Dynein cargo inh cytoplasmic EGFP -0.78, Dynein cargo inh nuclear GR-EGFP 0.4, Dynein cargo inh cell count -0.4, Insulin prom up cell count 822 and b-catenin transl cell count 5 µM 971.
`CSCCC(NS(=O)(=O)c1cc(C(=O)O)ccc1Cl)C(=O)O` (stereo unspecified) gave Yfh1-depleted yeast inactive, Insulin prom up 0.52, Autophagy mod inactive, WT yeast gro inh -4, Dynein cargo inh 0.68, PMI inhibition -5%, b-catenin transl -4.2, MT stabilizer 2.5, human PMI inhibition -10%, WT yeast gro inh mutant strain 8, Dynein cargo inh cytoplasmic EGFP -0.39, Dynein cargo inh nuclear GR-EGFP -0.052, Dynein cargo inh cell count -0.21, Insulin prom up cell count 1612, b-catenin transl cell count 5 µM 1125, MT stabilizer Hoechst-high % 1.9, MT stabilizer cytotoxicity % 8.4 and Autophagy mod cell loss 18 h 5.
COc1ccc(C2=Nn3c([n+](C)c4ccccc43)SC2)cc1 was read as Yfh1-depleted yeast inactive, Insulin prom up inconclusive, Autophagy mod inactive, WT yeast gro inh 36, Dynein cargo inh 2.8, PMI inhibition 1%, b-catenin transl -3.1, MT stabilizer 4.6, human PMI inhibition 3%, WT yeast gro inh mutant strain 20, Dynein cargo inh cytoplasmic EGFP -0.27, Dynein cargo inh nuclear GR-EGFP 0.94, Dynein cargo inh cell count -0.65, b-catenin transl cell count 5 µM 887, MT stabilizer Hoechst-high % 0.8, MT stabilizer cytotoxicity % 16 and Autophagy mod cell loss 18 h 33.
`Cc1cc(O)c(/C=N/OCc2ccc(Cl)cc2Cl)c(=O)o1` gave Yfh1-depleted yeast inactive, Insulin prom up -0.23, Autophagy mod inactive, WT yeast gro inh -3, Dynein cargo inh 0.28, PMI inhibition 3%, b-catenin transl -0.2, MT stabilizer 4.3, human PMI inhibition -2%, WT yeast gro inh mutant strain 7, Dynein cargo inh cytoplasmic EGFP -0.23, Dynein cargo inh nuclear GR-EGFP 0.84, Dynein cargo inh cell count -0.59, Insulin prom up cell count 1583, b-catenin transl cell count 5 µM 929, MT stabilizer Hoechst-high % 2.9, MT stabilizer cytotoxicity % 5.2 and Autophagy mod cell loss 18 h 4.
For O=C(NCCc1ccc(Cl)cc1)C1CCN(S(=O)(=O)N2CCCC2)CC1 the results were Yfh1-depleted yeast inactive, Insulin prom up -0.1, Autophagy mod inactive, WT yeast gro inh 5, Dynein cargo inh 0.38, PMI inhibition -8%, b-catenin transl -3.1, MT stabilizer 3.6, human PMI inhibition -11%, WT yeast gro inh mutant strain -23, Dynein cargo inh cytoplasmic EGFP -0.16, Dynein cargo inh nuclear GR-EGFP 0.52, Dynein cargo inh cell count -0.45, Insulin prom up cell count 1607, b-catenin transl cell count 5 µM 1391, MT stabilizer Hoechst-high % 2.9, MT stabilizer cytotoxicity % 1.7 and Autophagy mod cell loss 18 h -2.
CCn1cc(C(=O)O)c(=O)c2cc(F)c(N3CCN(C(=O)Nc4ccccc4)CC3)cc21 was read as Yfh1-depleted yeast inactive, Insulin prom up -0.08, Autophagy mod inactive, WT yeast gro inh -4, Dynein cargo inh 0.3, PMI inhibition 26%, b-catenin transl -1.5, MT stabilizer 2.0, human PMI inhibition 25%, WT yeast gro inh mutant strain -12, Dynein cargo inh cytoplasmic EGFP -0.25, Dynein cargo inh nuclear GR-EGFP 0.45, Dynein cargo inh cell count -0.19, Insulin prom up cell count 1879, b-catenin transl cell count 5 µM 1092, MT stabilizer Hoechst-high % 2.3, MT stabilizer cytotoxicity % 13 and Autophagy mod cell loss 18 h -7.
O=C(O)c1ccc(SCc2cnc(Cl)s2)cc1 was read as Yfh1-depleted yeast inactive, Autophagy mod inactive, WT yeast gro inh -18, Dynein cargo inh -0.66, PMI inhibition 0%, MT stabilizer 2.9, human PMI inhibition 5%, WT yeast gro inh mutant strain -11, Dynein cargo inh cytoplasmic EGFP -0.14, Dynein cargo inh nuclear GR-EGFP -0.52, Dynein cargo inh cell count 0.3, MT stabilizer Hoechst-high % 2.1, MT stabilizer cytotoxicity % 5.3 and Autophagy mod cell loss 18 h 38.
`CCOc1ccc2oc(C(=O)OCC(=O)NC(=O)NC)c(C)c2c1` gave Yfh1-depleted yeast inactive, Insulin prom up -0.12, Dynein cargo inh -9.8e-05, b-catenin transl -1.6, Dynein cargo inh cytoplasmic EGFP 0.085, Dynein cargo inh nuclear GR-EGFP -0.04, Dynein cargo inh cell count -0.051, Insulin prom up cell count 1489 and b-catenin transl cell count 5 µM 1161.
O=c1oc2ccccc2c2nccnc12 was read as Yfh1-depleted yeast inactive, Insulin prom up 0.35, Autophagy mod inactive, WT yeast gro inh 12, Dynein cargo inh -1.2, PMI inhibition 15%, b-catenin transl 0.2, MT stabilizer 2.2, human PMI inhibition 8%, WT yeast gro inh mutant strain -2, Dynein cargo inh cytoplasmic EGFP -0.28, Dynein cargo inh nuclear GR-EGFP -0.27, Dynein cargo inh cell count 0.65, Insulin prom up cell count 1296, b-catenin transl cell count 5 µM 1097, MT stabilizer Hoechst-high % 0.0, MT stabilizer cytotoxicity % 31 and Autophagy mod cell loss 18 h -2.
